Screens deposited in PubChem BioAssay by National Center for Advancing Translational Sciences (NCATS).
MCF10A rerep: A quantitative high throughput screen for small molecules that induce DNA re-replication in MCF 10a normal breast cells | Potency, µM (series often up to 46.1 µM), for inactives: at the top dose activity, positive = re-replication, hits mostly activators | AID 624296, 2012 | 2.9% of 350,000 active | MCF 10A DNA re-replication, Hoechst nuclear intensity, 48 h; further: potency means the concentration at half of the fitted maximal effect; % of control where 0% means no effect; nearly all actives have a fitted effect of over 50% in size
ATXN viability: Viability Counterscreen for Primary qHTS for Inhibitors of ATXN expression | S2 cells (HEK-293 line with an ATXN2-luciferase reporter) viability, CellTiter-Fluor protease fluorescence, 24 h | Potency, µM (titrated, usually from 56.7 µM), hits mostly cytotoxic | AID 651635, 2014 | 0.49% of 400,000 active; further: potency means the concentration at half of the fitted maximal effect; nearly all actives have a fitted effect of over 40% in size
HepG2 viability: qHTS for Inhibitors of TGF-b: Cytotox Counterscreen; 0.76% of 410,000 active; AID 588856, 2011; Potency, µM (highest dose often 46.1 µM), for the others: at the top dose activity change, negative = cytotoxicity, most hits filed as cytotoxic; HepG2 CAGA-GFP viability, ATP luminescence, 18 h; further: potency means the concentration at half of the fitted maximal effect; some results filed as inactive show a strong effect at the top dose
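HepG2 CAGA-GFP cells (1000/well, DMEM with 1% FBS) received compound, then TGF-beta at 500 pg/mL final, and were incubated 18 hours at 37 degrees C. Viability was read by CellTiter-Glo luminescence. Media-only wells were set as complete cell-killing and DMSO as no toxicity.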
IL1B secr inh: qHTS for Inhibitors of Inflammasome Signaling: IL-1-beta AlphaLISA Primary Screen; THP-1 LPS/ATP IL-1B secretion, AlphaLISA, 16 h; stronger effect = lower value; AID 743279, 2014; 4.7% of 360,000 active; activity change, % at 57.5 µM; in the data active means activity change below about -50%; inconclusive means mostly about -30% to -49%; further: on the % scale 0 is the no-effect control and ±100 the full control effect
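Secreted IL-1B measured by AlphaLISA bead assay after 16 h compound exposure of THP-1 cells; compounds (final up to 57.5 uM) added 1 h before LPS (250 ng/mL) and ATP (1.25 mM) stimulation; lower signal means less secretion.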
KB-3-1 cytotox: qHTS assay for MDR1-selective chemotherapeutics: Primary screen using the parental adenocarcinoma cell KB-3-1; KB-3-1 viability, CellTiter-Glo ATP luminescence, 72 h; Potency, µM (top dose mostly 46.1 µM), for the others: at the highest dose activity change, negative = cytotoxic, usual class: cytotoxic; 1.4% of 400,000 active; further: potency means the concentration at half of the fitted maximal effect; on the % scale 0 is the no-effect control and ±100 the full control effect; nearly all actives have a fitted effect of over 60% in size
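KB-3-1 cells, DMEM (no phenol red) + 10% FBS; compound by pin transfer, 72 h, 37 °C. Readout: CellTiter-Glo luminescence after 10 min. Data normalized, curve-fitted.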
ATXN2 expr inh: Primary qHTS for Inhibitors of ATXN expression; 0.72% of 360,000 active; AID 1745845, 2022; HEK-293 ATXN2-luciferase reporter, luminescence, 24 h; Potency, µM (doses to about 57 µM), for inactives: at the top dose activity change, negative = inhibition, most hits filed as inhibitors; further: potency means the concentration at half of the fitted maximal effect; on the % scale 0 is the no-effect control and ±100 the full control effect; nearly all actives have a fitted effect of over 55% in size
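qHTS (up to 57 uM final) was run with 24 h compound exposure of reporter cells at 37 °C. Each well was multiplexed: SteadyGlo luminescence measured ATXN2-luciferase expression after a fluorogenic Gly-Phe-AFC viability readout (25 uM final).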
SW480 rerep: A quantitative high throughput screen for small molecules that induce DNA re-replication in SW480 colon adenocarcinoma cells. SW480 DNA re-replication, Hoechst DNA content imaging, 48 h. Potency, µM (highest dose often 46.1 µM), without a hit: at the highest dose re-replication activation, most hits filed as activators. 1.8% of 340,000 active. AID 624297, 2012; further: potency means the concentration at half of the fitted maximal effect; % of control where 0% means no effect; nearly all actives have a fitted effect of over 55% in size
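SW480 cells exposed to compounds for 48 hr at 37 C, 5% CO2, then Hoechst-stained 40 min. Nuclear DNA content imaged by fluorescence scanning (405 nm excitation, 500-530 nm emission); re-replication scored as increased high-intensity nuclei.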
HT1080 IDH1KD tx: qHTS for induction of synthetic lethality in tumor cells producing 2HG: qHTS for the HT-1080-IDH1KD cell line; HT-1080 IDH1 knockdown viability, ATP luminescence, 48 h; Potency, µM (highest dose often 46.1 µM), for inactives: at the highest dose activity, negative = toxicity, actives largely listed as cytotoxic; 2% of 360,000 active; AID 686971, 2013;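 further: potency means the concentration at half of the fitted maximal effect; 0% = DMSO wells and -100% = cell-free medium wells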
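Assay cells: HT-1080 with IDH1 knockdown, 750 per well, RPMI/5% FBS. Exposure: 48 h at 37 °C following 2 h pre-incubation. Read: CellTiter-Glo luminescence; fitted concentration-response, curve class assigned.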
HT1080NT lethal: qHTS for induction of synthetic lethality in tumor cells producing 2HG: qHTS for the HT-1080-NT fibrosarcoma cell line. HT-1080-NT fibrosarcoma viability, CellTiter-Glo ATP luminescence, 48 h. Potency, µM (highest dose often 46.1 µM), inactives show at the highest dose activity, negative = less viability, most hits filed as cytotoxic. 1.6% of 360,000 active;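 further: NT is the 2HG producing partner of a matched IDH1 knockdown line; potency means the concentration at half of the fitted maximal effect; 0% = DMSO-treated cells and -100% = media-only wells without cells; nearly all actives have a fitted effect of over 55% in size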
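Viability by CellTiter-Glo luminescence after 48 h compound exposure at 37C of HT-1080-NT cells (750/well, RPMI, 5% FBS). % activity scaled between DMSO wells and medium-only wells, then curve-fitted and categorized by curve class.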
* marks the source's active call; other numbers are inactive results; i = inactive; ? = inconclusive; · = no result given; & = joins results of further samples; [ ] = another dose, or the depositor's remark. Unless noted, the call rests on the fitted dose curve; in most records, active means well fitted curve in the direction sought with a large enough effect; inconclusive means small, poorly fitted or top-dose-only effect, or another doubt; inactive means no such curve, though single readings can be large; an effect the other way counts as inactive or inconclusive. These rows are one share of the data; count on the stated rates, not on these rows.

smiles	SW480 rerep	HT1080 IDH1KD tx	KB-3-1 cytotox	ATXN viability	IL1B secr inh	MCF10A rerep	ATXN2 expr inh	HepG2 viability	HT1080NT lethal
O=C(CNC1CCCCC1)N1CCC2(CC1)OCCO2	3.7%	13.2%	2.4%	i	20.9	12.8%	-4.3%	4.7%	2.7%
N#CCCn1cc(C=C2C(=O)NC(=O)NC2=O)c(-c2ccccc2)n1	5.0%	1.0%	-0.7%	i	31.2	0.4%	-19.1%[11.3 µM]	-9.1%	-4.3%
CN1CCc2nc3sc(C(=O)NC4CC4)c(N)c3cc2C1	5.7%	10.2%	2.8%	?	4.6	-4.1%	·	-11.1%	20.8%
CCC1(c2ccccc2)C(=O)NC(=O)NC1=O	?	3.9%	0.0%	i	-25.7	-4.3%&0.5%	1.3%	9.2%	-22.3%
CCOC(=O)c1ccc(NC(=O)Nc2ccc3c(c2)OCCO3)cc1	2.9%	?	?	i	?	-3.7%	-21.6%	-48.4%	?
O=C/C=C/c1ccccc1	-0.6%&1.6%	2.9%	16.8%	i	-7.2	3.8%&-1.8%	10.2%	-4.8%	?
Nc1ccccc1C(=O)OCC(=O)N1CCc2ccccc21	0.6%	18.1%	5.2%	i	-0.9	-0.2%	64.9%[activator]	-7.5%	14.2%
CCN1CCN(C(=O)Cc2ccccc2OC)CC1	-6.4%	6.4%	-8.0%	i	7.0	2.3%	-17.5%	10.9%	-2.7%
CC1CCN(c2cc(Br)c([N+](=O)[O-])cc2F)CC1	1.3%	15.5%	-21.3%	i	21.1	8.1%	8.2%	-19.8%	3.1%
Cc1cc(C(=O)N=Nc2c(O)n(C)c3ccccc23)c(C)o1	-0.8%	17.8%	-18.2%	i	9.5	8.8%	13.2%	9.6%	6.3%
O=C(Oc1ccccc1)c1cccc(COC(=O)c2cnccn2)c1	?	5.3%	0.1%	i	3.0	2.5%	27.9%	9.5%	3.9%
Cc1cc(C)c(N=Cc2c(O)[nH]c(=O)[nH]c2=O)c(C)c1	-0.5%	1.8%	6.51µM*	i	2.8	-0.9%	10.7%	-3.4%	10.4%
COc1cccc(CNCC(O)(c2ccc(Cl)cc2)c2ccc(Cl)cc2)c1	?	?	?	?	-57.1*	?	?	-61.1%	?
O=[N+]([O-])c1ccc(CNCCc2ccccc2)cc1	-3.9%	0.3%	-23.1%	i	0.3	8.8%	·	-16.3%	-4.2%
CC1CCN(C(=O)COC(=O)c2cn(C)c3ccccc23)CC1	0.2%	2.8%	2.3%	i	-17.4	4.8%	·	-8.7%	17.0%

A draw from above in order of molecular weight, smallest number first.
smiles	SW480 rerep	HT1080 IDH1KD tx	KB-3-1 cytotox	ATXN viability	IL1B secr inh	MCF10A rerep	ATXN2 expr inh	HepG2 viability	HT1080NT lethal
O=C/C=C/c1ccccc1	-0.6%&1.6%	2.9%	16.8%	i	-7.2	3.8%&-1.8%	10.2%	-4.8%	?
O=[N+]([O-])c1ccc(CNCCc2ccccc2)cc1	-3.9%	0.3%	-23.1%	i	0.3	8.8%	·	-16.3%	-4.2%
CCN1CCN(C(=O)Cc2ccccc2OC)CC1	-6.4%	6.4%	-8.0%	i	7.0	2.3%	-17.5%	10.9%	-2.7%
Cc1cc(C)c(N=Cc2c(O)[nH]c(=O)[nH]c2=O)c(C)c1	-0.5%	1.8%	6.51µM*	i	2.8	-0.9%	10.7%	-3.4%	10.4%
Cc1cc(C(=O)N=Nc2c(O)n(C)c3ccccc23)c(C)o1	-0.8%	17.8%	-18.2%	i	9.5	8.8%	13.2%	9.6%	6.3%
CN1CCc2nc3sc(C(=O)NC4CC4)c(N)c3cc2C1	5.7%	10.2%	2.8%	?	4.6	-4.1%	·	-11.1%	20.8%
CC1CCN(C(=O)COC(=O)c2cn(C)c3ccccc23)CC1	0.2%	2.8%	2.3%	i	-17.4	4.8%	·	-8.7%	17.0%
CC1CCN(c2cc(Br)c([N+](=O)[O-])cc2F)CC1	1.3%	15.5%	-21.3%	i	21.1	8.1%	8.2%	-19.8%	3.1%
O=C(Oc1ccccc1)c1cccc(COC(=O)c2cnccn2)c1	?	5.3%	0.1%	i	3.0	2.5%	27.9%	9.5%	3.9%

Additional entries follow:
smiles	SW480 rerep	HT1080 IDH1KD tx	KB-3-1 cytotox	ATXN viability	IL1B secr inh	MCF10A rerep	ATXN2 expr inh	HepG2 viability	HT1080NT lethal
CN(C)P1(=O)N(C)CCN1C	·	9.0%	0.0%	i	16.8	·	1.4%	4.8%	28.5%
O=C1NCN(c2ccccc2)C12CCN(C(c1nnnn1C1CCCC1)C1CC1)CC2 (stereo not given)	·	-7.2%	-0.2%	?	-21.7	·	0.2%	0.8%	0.0%
COC(=O)C1=C(c2ccc(-c3ccccc3)c(F)c2)C[C@@H]2CC[C@H]1N2C(=O)N1CCC(C)CC1	-4.3%	?	?	?	19.9	?	-34.8%	-0.3%	?
COc1ccccc1OC(=O)c1ccc(C)c(S(=O)(=O)N2CCOCC2)c1	105.3%	-1.2%	-2.6%	i	9.3	-12.8%	2.3%	-8.3%	-2.1%
CCNc1nc(Cl)nc(NC(C)C)n1	-2.4%&-0.8%	3.2%	2.2%	i	-11.4	0.2%&-5.5%	-3.1%	-7.6%	-1.1%
CC(=O)O[C@@H]1/C=C/[C@](C)(O)C[C@@H](C)C/C=C/[C@H]2[C@@H]3O[C@]3(C)[C@@H](C)[C@H]3[C@H](Cc4ccccc4)NC(=O)[C@@]312	2.59µM*	?	-6.8%	i	-0.4	1.46µM*	-9.3%	-27.8%	-20.8%
C=CCN1C(=O)CSc2ccc(C(=O)N3CCC4(CC3)OCCO4)cc21	-2.1%	-0.5%	0.3%	i	4.8	-11.9%	-7.4%	-0.3%	1.1%
C=CCN1C(=O)NC(=O)/C(=C/c2ccc(OC)c(CSc3ccccn3)c2)C1=O	0.6%	-0.2%	0.9%	?	18.6	10.4%	0.3%	0.3%	-1.3%
COC(=O)C1=C(c2cccc(C#N)c2)C[C@@H]2CC[C@H]1N2C(=O)NCCNC(C)=O	7.4%	4.0%	-0.7%	i	21.1	16.8%	4.9%	1.0%	-0.3%

3 entries out of the list, ordered by count of non-hydrogen atoms, descending.
smiles	SW480 rerep	HT1080 IDH1KD tx	KB-3-1 cytotox	ATXN viability	IL1B secr inh	MCF10A rerep	ATXN2 expr inh	HepG2 viability	HT1080NT lethal
CC(=O)O[C@@H]1/C=C/[C@](C)(O)C[C@@H](C)C/C=C/[C@H]2[C@@H]3O[C@]3(C)[C@@H](C)[C@H]3[C@H](Cc4ccccc4)NC(=O)[C@@]312	2.59µM*	?	-6.8%	i	-0.4	1.46µM*	-9.3%	-27.8%	-20.8%
COc1ccccc1OC(=O)c1ccc(C)c(S(=O)(=O)N2CCOCC2)c1	105.3%	-1.2%	-2.6%	i	9.3	-12.8%	2.3%	-8.3%	-2.1%
CCNc1nc(Cl)nc(NC(C)C)n1	-2.4%&-0.8%	3.2%	2.2%	i	-11.4	0.2%&-5.5%	-3.1%	-7.6%	-1.1%
